# RTF Ca sens inh – cardiac RTF calcium desensitization | P19429+P45379 | inhibition, % at 7.15 µM | IANBD-labeled cardiac RTF, Ca2+ fluorescence | actives 0.12% (n = 340,000) | AID 493244;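 active = inhibition above the mean inhibition of all tested compounds plus 3 SD, cut at about 17% in these data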;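 note: assay run at fixed EC70 calcium of 1.6 mM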
# CAL-PDZ inh HTS – inhibitors of human CAL PDZ peptide binding. AID 602252. inhibition, % at 24.9 µM. actives 0.92% (n = 300,000). purified CAL PDZ, TMR-peptide fluorescence polarization, 1 h. Q9HD26;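 active = mean inhibition of at least 30% with at least half of replicates also reaching 30%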;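 note: 0% = DMSO neutral control and 100% = excess unlabeled competitor peptide PRC23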
# cardiac RTF act – increases calcium sensitivity of human cardiac regulated thin filaments; activation, % at 7.2 µM; P19429+P45379; AID 493008; IANBD-labeled TnC RTF fluorescence at EC20 calcium; 0% EC20 calcium, 100% full calcium; actives 0.24% (n = 340,000);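 active = activation above the mean over all tested compounds plus 3 SD, cut at about 30% in these data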;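 note: rise in fluorescence read as greater calcium sensitivity of cardiac thin filaments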
# HTR5A ag ctr – activates human HTR5A in OPRM1-OPRD1 agonist counter-screen | P47898 | HTR5A agonist assay, luminescence, cell-based | activation, % at 9.3 µM | actives 0.61% (n = 340,000); in the data active = activation mostly above about 9.5%, no sharp cut-off; inactive = mostly below about 7.6%;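 note: 0% = cells with vehicle only and 100% = reference agonist; strong numbers were not always called active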
# Target sequence (P47898 whole entry, looked up): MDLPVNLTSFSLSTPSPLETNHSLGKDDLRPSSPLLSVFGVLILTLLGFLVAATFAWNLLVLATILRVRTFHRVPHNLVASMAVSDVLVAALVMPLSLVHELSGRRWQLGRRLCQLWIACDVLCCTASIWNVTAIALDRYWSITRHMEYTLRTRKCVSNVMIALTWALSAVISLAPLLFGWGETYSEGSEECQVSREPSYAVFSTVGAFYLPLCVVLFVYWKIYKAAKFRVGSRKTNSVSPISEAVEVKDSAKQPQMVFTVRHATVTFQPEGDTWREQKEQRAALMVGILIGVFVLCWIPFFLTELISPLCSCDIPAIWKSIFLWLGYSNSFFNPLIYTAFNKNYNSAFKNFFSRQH
# V-ATPase pHluor – regulators of yeast V-ATPase proton transport; S. cerevisiae, pHLuorin cytosolic pH fluorescence; response, % at 10 µM; actives 0.37% (n = 350,000); AID 504577; in the data active = response mostly above about 7.3%, no sharp cut-off; inactive = mostly below about 5.4%; note: actives read high; inactives centre near 0; some compounds called inactive have numbers as strong as hits; reference of the scale not given here
# Keap1-Nrf2 PPI – disrupts human Keap1 binding to Nrf2 peptide; Q14145; Keap1 Kelch-Nrf2 peptide fluorescence polarization, 1536-well; inhibition, % at 9.4 µM; actives 0.15% (n = 340,000); in the data active = inhibition above about 12%;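 note: human Keap1 Kelch domain with fluorescein labeled Nrf2 9mer peptide probe; 0% = neutral control wells and 100% = peptide positive control; higher means more block of Keap1 binding to Nrf2 peptide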
# Target sequence (Q14145 whole entry, looked up, the tested form may be a part): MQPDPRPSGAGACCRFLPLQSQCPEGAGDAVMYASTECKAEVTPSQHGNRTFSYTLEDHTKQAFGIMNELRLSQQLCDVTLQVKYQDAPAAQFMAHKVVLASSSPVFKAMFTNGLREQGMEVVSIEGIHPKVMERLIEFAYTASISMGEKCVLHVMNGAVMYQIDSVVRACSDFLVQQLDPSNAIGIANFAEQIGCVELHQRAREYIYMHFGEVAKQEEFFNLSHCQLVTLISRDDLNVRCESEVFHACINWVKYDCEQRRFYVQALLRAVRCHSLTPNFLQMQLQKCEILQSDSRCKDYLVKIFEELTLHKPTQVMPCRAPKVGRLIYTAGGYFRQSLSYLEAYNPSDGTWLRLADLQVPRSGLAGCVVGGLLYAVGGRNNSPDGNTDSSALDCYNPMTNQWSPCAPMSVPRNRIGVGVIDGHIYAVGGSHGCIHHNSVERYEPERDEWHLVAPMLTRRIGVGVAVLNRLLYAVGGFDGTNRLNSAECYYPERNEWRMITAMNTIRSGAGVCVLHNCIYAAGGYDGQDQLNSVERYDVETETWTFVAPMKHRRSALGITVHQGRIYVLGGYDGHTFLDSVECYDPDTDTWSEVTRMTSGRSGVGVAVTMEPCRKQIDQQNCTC
# HTR5A inv ctr – counter-screen for OPRM1-OPRD1 inverse agonists: human HTR5A inverse agonism. P47898. HTR5A cell line, luminescence. inhibition, % at 9.3 µM. actives 0.083% (n = 340,000). AID 504634; in the data active = inhibition mostly above about 23%, no sharp cut-off; inactive = mostly below about 18%;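 note: 0% = cells with DMSO and 100% = no-cell wells with DMSO; some compounds called inactive have numbers as strong as hits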
# C-LANA FP – blocks KSHV LANA C-terminal domain binding to DNA. MBP-C-LANA/FAM-LBS DNA binding, fluorescence polarization. inhibition, % at 9 µM. AID 504423. actives 0.078% (n = 340,000);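 active = highest replicate inhibition at or above 60% at 9 µM, even if other replicates fall short; inactive = all replicates below 60% inhibition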;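 note: 0% = neutral control wells and 100% = 4 µM acridine orange control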
# MOR-DOR ag – OPRM1-OPRD1 heterodimerization agonism; P35372+P41143; actives 0.3% (n = 340,000); cells, luminescence; activation, % at 9.3 µM; AID 504326; in the data active = activation above about 18%;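 note: 0% = vehicle-treated cells and 100% = reference agonist; values of inactives mirror those of a sister screen read the other way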
# MOR-DOR inv ag – mu-delta opioid heterodimer inverse agonism | P35372+P41143 | actives 0.21% (n = 340,000) | cell-based MOR-DOR heterodimer luminescence | inhibition, % at 9.3 µM; in the data active = inhibition above about 22%, passing the limit was not always enough;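 note: 0% = cells with DMSO and 100% = wells without cells with DMSO; values of inactives mirror those of a sister screen read the other way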
# Active calls of the source: *; . = not tested or not shown.
SMILES,RTF Ca sens inh,CAL-PDZ inh HTS,cardiac RTF act,HTR5A ag ctr,V-ATPase pHluor,Keap1-Nrf2 PPI,HTR5A inv ctr,C-LANA FP,MOR-DOR ag,MOR-DOR inv ag
CCN1C(=O)C(CC(=O)Nc2ccc(OC)cc2)N(CCc2ccccc2F)C1=S (configuration not stated),-2,-8,-6,2,0,-2,-1,-1.1,1.4,-7
COc1ccccc1/C=C/C(=O)OCC(=O)N1CCc2ccccc21,-5,17,-3,-2,-2,-6,-20,0.4,-5.1,19
COC(=O)C(CSCc1ccccc1)NC(=O)CSc1nc(C)cc(=O)[nH]1 (configuration not stated),.,-5,.,.,-1,-2,.,-0.6,.,.
CCC(C)(C)C1CCc2c(sc(N)c2C(N)=O)C1 (configuration not stated),6,0,-1,-2,-1,1,-14,2.3,-0.9,5
CCC(=O)Nc1nc2ccc(NC(C)=O)cc2s1,-2,-1,-4,-2,9,-3,10,0.2,-0.4,2
Cc1ccc(Nc2cc(C(=O)NCCCN3CCOCC3)c3ccccc3n2)c(C)c1,-5,-2,-4,4,0,-2,-12,-0.3,-0.5,4
CCOC(=O)c1c(NC(=O)c2cccs2)sc(C(=O)N2CCOCC2)c1C,-1,-1,1,0,-2,3,14,1.1,-1.1,6
CCOC(=O)CSCc1cn2cc(Cl)ccc2n1,-4,1,-1,0,2,3,26,2.4,-0.4,2
C#CCOCCOCCOCCNc1nc(N2CCN(C(=O)Cn3cc(CCCN=C(N)N)nn3)CC2)nc(N2CCN(C(=O)[C@H]([C@@H](C)CC)n3cc(CCCCN)nn3)CC2)n1,7,1,8,11,-4,-8,-11,-2.3,-2.2,12
O=C(Cn1cnc2ccccc2c1=O)NCC(=O)N1CCN(c2ccccn2)CC1,-3,-7,-7,1,1,-2,-2,-5.5,-2.0,8
Cc1ccn2c(c1)nc(=O)c1cc(S(=O)(=O)N3CCC(C)CC3)ccc12,-5,-2,-3,1,-3,0,19,-0.4,-1.7,9
CC(=O)N1CCN(C(=O)c2ccc3c(c2)OCO3)CC1,4,-4,-4,0,1,-4,-1,-1.0,-1.9,9
Cn1cc(CC(=O)NCCCN2CCOCC2)c2ccccc21,-1,-3,0,4,-6,-2,-10,0.5,-0.7,3
S=C(NCCCN1CCOCC1)NC1CC1,1,0,-3,-6,1,-3,14,0.4,-1.7,9
COc1cc(CN2CCC(CO)(Cc3cccc(C(F)(F)F)c3)CC2)ccc1F,3,-20,2,3,2,5,-10,3.3,0.3,-1
O=C(CC12CC3CC(CC(C3)C1)C2)NCc1ccco1,-1,-5,-2,-2,-2,4,4,-0.9,-1.7,9
CCN(CC)C(=O)COc1ccc2oc(C)c(C(=O)OC)c2c1,7,-6,1,-2,-2,3,17,0.0,-0.7,4
CCCCN1CN(Cc2ccco2)CNC1=S,-3,3,-6,2,1,-6,-7,0.5,-1.3,8
Cn1cc(C(=O)c2cccc(Cl)c2Cl)cc1C#N,3,3,3,-3,3,1,8,0.0,-1.9,10
CCCCCCC1C(C#N)=C(N)OC2=C1C(=O)CCC2 (configuration not stated),-2,-5,-3,6,-5,-4,-16,0.8,-1.4,7
CC(c1ccco1)N(C(=O)c1ccccc1NS(=O)(=O)c1ccc(Cl)cc1)c1ccccn1 (configuration not stated),-4,10,-1,-3,-3,1,8,0.7,1.0,-5
O=C(NCc1ccccc1Cl)C1CCCN(S(=O)(=O)c2cccc3nsnc23)C1 (configuration not stated),-4,-3,3,1,-2,-6,6,0.0,-2.8,13
Cc1ccc(NC(=O)c2ccco2)c(NC(=O)c2ccc(Cl)cc2)c1,10,-2,-5,-5,-2,-3,-12,-0.2,1.0,-6
CCOC(=O)c1ccc(NCC(O)COc2ccccc2)cc1 (configuration not stated),3,-3,3,5,1,-4,-35,0.1,2.4,-11
COc1ccccc1C1(O)C(=O)Nc2ccc(C)cc21 (configuration not stated),-6,1,-3,-1,5,5,4,-2.2,0.9,-4
C#CCOc1nc(Nc2cccc([N+](=O)[O-])c2)nc(OCC#C)n1,1,-1,1,-1,6,-3,-1,-1.3,-1.5,7
Cc1cc(NC(=O)COC(=O)C2CCN(S(=O)(=O)c3ccccc3)CC2)c([N+](=O)[O-])cc1C,0,1,-1,-2,1,4,-1,-0.2,-3.0,16
O=S(=O)(CCc1nnc(-c2ccc(Br)cc2)o1)c1ccc(Cl)cc1,8,-1,3,-2,-2,-4,5,1.1,-2.5,12
CC(C)(Oc1ccc(Cl)cc1)C(=O)Nc1ccncc1,-3,-7,-5,-1,0,-4,4,-1.2,-1.9,10
Cn1ncc(C#N)c1NC(=O)C1CC(c2c(F)cccc2Cl)=NO1 (configuration not stated),0,-5,1,1,-3,-2,10,-0.6,-2.8,16
O=C(NCCN1CCCCC1)c1cc(Cl)ccc1Cl,-1,-3,-5,2,2,-1,32,1.5,-1.7,9
CCN(CC)S(=O)(=O)c1ccc2c(c1)nc(CCC(=O)Nc1ccc3c(c1)OCO3)n2CC,1,-1,2,3,-2,0,-10,0.7,-2.4,11
CC(=O)c1ccc(NC(=O)c2cc(S(=O)(=O)N3CCOCC3)ccc2C)cc1,2,-2,2,3,-4,3,-3,-0.9,-2.1,12
C/C(CCc1ccc2c(c1)OCO2)=N\NC(=O)c1ccccc1Cl,1,-2,0,-1,-1,-1,6,0.0,1.0,-5
COc1cccc2c1OC[C@@H](CO)[C@H]2N(C)C(=O)Nc1ccccc1,1,6,-3,1,-2,-2,-12,-2.8,0.2,-1
CN(C)CCCNC(=S)/N=c1\sccn1Cc1ccccc1Cl,-14,-4,-3,-3,-1,-6,-15,-0.9,-0.6,3
CCOc1ccc(CCNC(=O)COC(=O)c2nc(Cl)ccc2Cl)cc1OCC,-3,0,3,3,-1,0,-8,-2.8,-0.7,4
O=C(C1CCCC1)N1CCC(CO)(Cc2ccccc2Cl)CC1,-2,-1,-3,2,-1,-5,-4,-1.3,-0.2,1
COC(=O)[C@]1(C)CCC[C@@]2(C)C3CC[C@@]4(C)C[C@]3(CCC21)CC(=O)N4Cc1ccc(OC)cc1 (some centres not stated),-11,-10,11,3,-2,-3,-9,-1.0,-1.0,5
CC(=O)c1cccc(Nc2nc(-c3cccnc3)cs2)c1,2,-3,-1,-3,1,-4,11,0.1,-3.0,15
CSCc1c(C(=O)OCC(=O)c2ccc[nH]2)oc2ccccc12,2,-2,0,3,3,-2,-7,-1.2,1.5,-10
Cc1ccc(CS(=O)Cc2ccc(C(=O)NCc3ccccc3Br)o2)cc1 (configuration not stated),3,-1,-3,3,1,3,-9,-1.1,-3.6,19
Cc1c(Cl)cccc1NC(=O)CC1SC(=NCC2CCCO2)NC1=O (configuration not stated),-11,-3,4,-2,0,-1,16,-3.6,-3.0,14
Cc1nnc(SC(C)C(=O)Nc2ccc3ccccc3c2)n1C (configuration not stated),-13,.,-1,1,-1,-4,8,0.3,0.8,-3
Cc1ccc(NC(=S)c2ccc(N(C)C)cc2)cc1,3,0,0,2,-1,-4,-46,1.7,-1.3,7

# The list goes on, starting with the last 2 of the part before.
SMILES,RTF Ca sens inh,CAL-PDZ inh HTS,cardiac RTF act,HTR5A ag ctr,V-ATPase pHluor,Keap1-Nrf2 PPI,HTR5A inv ctr,C-LANA FP,MOR-DOR ag,MOR-DOR inv ag
Cc1nnc(SC(C)C(=O)Nc2ccc3ccccc3c2)n1C (configuration not stated),-13,.,-1,1,-1,-4,8,0.3,0.8,-3
Cc1ccc(NC(=S)c2ccc(N(C)C)cc2)cc1,3,0,0,2,-1,-4,-46,1.7,-1.3,7
O=C1C=C(c2cccs2)C[C@H](c2ccccc2)[C@H]1n1nnc([N+](=O)[O-])n1,11,1,2,4,1,3,-26,-2.0,9.5,-49
COc1ccc(C(CC(=O)NCCCN2CCOCC2)NS(=O)(=O)c2ccc(C)cc2)cc1 (configuration not stated),1,2,-1,1,0,8,11,-0.6,-0.8,3
Cc1nc2ccccn2c1-c1csc(NCc2ccco2)n1,-8,-2,6,12,-1,-6,-8,0.8,2.3,-12
COc1ccc(CNC(=O)CN2CCN(c3ccccc3O)CC2)cc1OC,-1,-1,-4,5,-3,4,-20,2.1,-1.6,8
CC1(C)C/C(=N\O)C(C(O)c2cccc([N+](=O)[O-])c2)C(C)(C)N1 (configuration not stated),2,.,-3,-2,-2,3,3,-9.4,-4.0,20
Cc1ccc(Nc2c(F)c(F)c(F)c(F)c2C(=O)O)cc1,-2,0,7,-3,-1,-2,7,0.3,-1.8,11
COc1ccc(N(Cc2ccccc2)S(=O)(=O)c2cccc(C(=O)Nc3ccccn3)c2)cc1,-5,5,-4,19*,-2,2,-48,-1.4,-3.7,15
Nc1cccc2c1C(=O)N(C(=O)c1ccco1)C2=O,11,-1,0,4,-3,0,-13,1.7,-2.1,11
Cc1cc(=O)n(C)c2ccccc12,4,-2,-6,-2,-5,-6,-2,-0.2,-2.8,14
COc1ccc(NC(=O)c2ccc3c(=O)n(-c4ccc(OC)cc4OC)c(=S)[nH]c3c2)cc1,-11,-2,2,-1,1,2,22,0.1,-2.1,10
O=S1(=O)NC(c2ccccc2)CC(CC2CCCCC2)O1 (configuration not stated),-8,-1,-7,3,1,-4,-9,0.6,4.6,-27
O=C(CCc1ccc(S(=O)(=O)N2CCOCC2)cc1)OCc1nc2ccccc2s1,-27,6,-5,-1,3,-3,-9,-1.6,1.7,-10
C=CCNc1sc(C(=O)c2ccccc2)c(N)c1C#N,-9,3,-2,3,4,-5,-8,6.3,-1.9,10
Nc1ccc(-c2cc(-c3cccc(N)c3)nc(-c3ccccc3)n2)cc1,-5,3,4,0,1,-4,0,0.3,-0.5,3
COc1ccc(-c2cc(=O)oc3cc(OCc4nn[nH]n4)ccc23)cc1,-3,.,0,3,-3,-1,-1,-0.7,-2.2,11

# Some of the entries so far, as labelled records:
COc1ccc(N(Cc2ccccc2)S(=O)(=O)c2cccc(C(=O)Nc3ccccn3)c2)cc1
  RTF Ca sens inh = -5; CAL-PDZ inh HTS = 5; cardiac RTF act = -4; HTR5A ag ctr = 19*; V-ATPase pHluor = -2; Keap1-Nrf2 PPI = 2; HTR5A inv ctr = -48; C-LANA FP = -1.4; MOR-DOR ag = -3.7; MOR-DOR inv ag = 15

Nc1cccc2c1C(=O)N(C(=O)c1ccco1)C2=O
  RTF Ca sens inh = 11; CAL-PDZ inh HTS = -1; cardiac RTF act = 0; HTR5A ag ctr = 4; V-ATPase pHluor = -3; Keap1-Nrf2 PPI = 0; HTR5A inv ctr = -13; C-LANA FP = 1.7; MOR-DOR ag = -2.1; MOR-DOR inv ag = 11

# Other compounds.
SMILES,RTF Ca sens inh,CAL-PDZ inh HTS,cardiac RTF act,HTR5A ag ctr,V-ATPase pHluor,Keap1-Nrf2 PPI,HTR5A inv ctr,C-LANA FP,MOR-DOR ag,MOR-DOR inv ag
C=CCC1(C)C(=O)N(c2ccccc2)c2ccccc21 (configuration not stated),6,-3,-7,-1,1,-5,17,1.6,2.2,-12
CCc1c(O)cc2n(c1=O)-c1ccc(Cl)cc1C2(C)C,-1,1,2,1,2,-1,-3,1.0,-1.7,9
CCNC(=O)C(=O)Nc1ccc([N+](=O)[O-])cc1,-1,.,-4,5,-5,2,-13,0.6,1.6,-8
CCOc1ccc(NC(=O)CCN2CCN(c3ccccc3F)CC2)cc1,-8,.,-2,3,-4,1,-10,-1.4,-3.1,16
COc1cc(C2NC(=O)NC(c3ccccc3)=C2C(C)=O)c(Cl)cc1OCC(=O)O (configuration not stated),-8,-4,1,-1,0,-4,2,1.4,-2.6,15

# High-throughput results from PubChem BioAssay.
